Assay outcomes as filed in PubChem BioAssay.
CHRM4 PAM – human M4 muscarinic receptor positive allosteric modulators, primary screen, CHO-K1 cells, Fluo-8 calcium fluorescence. Muscarinic acetylcholine receptor M4 (Homo sapiens), P08173. CHO-K1 hM4/Gqi5, ACh EC20; 0% = ACh EC20, 100% = maximal ACh. activation, % at 3 µM. 0.4% of 360,000 active. AID 624126, 2012;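 active means activation above its plate's cutoff, the mean activation of sample wells plus 3 SD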; further: some results filed as inactive read as strong as hits
Target sequence (P08173 whole entry, looked up): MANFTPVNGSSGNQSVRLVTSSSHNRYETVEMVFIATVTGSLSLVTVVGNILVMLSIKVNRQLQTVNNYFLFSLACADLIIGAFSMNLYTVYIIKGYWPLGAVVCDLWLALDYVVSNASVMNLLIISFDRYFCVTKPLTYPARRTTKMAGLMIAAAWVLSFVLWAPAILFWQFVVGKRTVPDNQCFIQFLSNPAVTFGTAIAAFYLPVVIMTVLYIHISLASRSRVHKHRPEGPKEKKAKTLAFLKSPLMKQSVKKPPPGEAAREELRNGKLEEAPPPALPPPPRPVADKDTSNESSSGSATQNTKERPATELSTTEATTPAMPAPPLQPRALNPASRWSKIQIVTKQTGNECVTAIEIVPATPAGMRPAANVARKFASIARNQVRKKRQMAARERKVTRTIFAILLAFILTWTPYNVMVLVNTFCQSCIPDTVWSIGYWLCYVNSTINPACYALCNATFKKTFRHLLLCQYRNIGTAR
CRFBP-R2 block – antagonists of CRF-BP/CRF-R2 complex, primary screen, cell-based, HEK293, calcium dye fluorescence, uHTS. CRF-induced calcium fluorescence. inhibition, % at 11.8 µM. 0.59% of 350,000 active. AID 588475, 2011;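 active means inhibition of the ligand-induced calcium signal above about 50% at the single tested concentration, limit read from the data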
IDE inh – human IDE inhibitors in live cells, primary screen, fluorescence polarization, HEK cells, FAbetaB substrate; Insulin-degrading enzyme (Homo sapiens), P14735; FAbetaB cleavage; inhibition, % at 5.59 µM; 0.41% of 320,000 active; AID 434962, 2010;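 active means percent inhibition above the average of all tested compounds plus 3 SD, set per screening campaign, cut at about 16% in these data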;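 further: IDE supplied by intact live HEK cells; FP after avidin binding of uncleaved biotin substrate so inhibition keeps polarization high; 0% = DMSO wells and 100% = 60 µM reference IDE inhibitor Ii1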
PHOSPHO1 block – PubChem AID 1565 | Phosphoethanolamine/phosphocholine phosphatase (Homo sapiens), Q8TCT1 | 1.1% of 290,000 active | inhibition, % at 13.3 µM | recombinant PHOSPHO1, absorbance phosphatase assay; in the data active means inhibition above about 60%
Target sequence (Q8TCT1 whole entry, looked up): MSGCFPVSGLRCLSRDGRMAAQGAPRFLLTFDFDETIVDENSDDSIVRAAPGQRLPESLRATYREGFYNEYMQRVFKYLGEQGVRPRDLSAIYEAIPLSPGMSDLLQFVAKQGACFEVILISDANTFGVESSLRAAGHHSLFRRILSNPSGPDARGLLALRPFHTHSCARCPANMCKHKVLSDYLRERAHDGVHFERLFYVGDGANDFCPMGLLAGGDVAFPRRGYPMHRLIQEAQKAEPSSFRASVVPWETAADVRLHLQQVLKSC
GalR3 antag – GalR3 antagonists in HEK293 cells, primary screen, cell-based, fluorescence readout; HEK293 GalR3-CNG cAMP membrane potential fluorescence; galR3 body fused to GalR1 C-terminus; 0.44% of 360,000 active; inhibition, % at 3 µM; Galanin receptor type 3 (Homo sapiens), O60755;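 active means inhibition above the screen-wide average plus 3 SD, cut at about 13% in these data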;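 further: forskolin and galanin both at EC90 stimulate the cells; cAMP rise reported by CNG channel membrane potential dye signal; 0% = forskolin plus galanin with DMSO and 100% = forskolin alone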
MEKK3 PB1 HTS – modulators of MEKK3-MEK5 PB1 binding, primary screen, biochemical, wildtype MEKK3, multiplex bead flow cytometry, Alexa488-MEK5 | AID 1529, 2009 | bead-based flow cytometry, Alexa488-MEK5 binding to MEKK3; actives lie on both sides; 0 = blocked by unlabeled MEK5, 100 = vehicle | 1.4% of 290,000 active | binding response (% of control), % at 10 µM | Mitogen-activated protein kinase kinase kinase 3 (Homo sapiens), Q99759;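 active means binding response more than 3 SD above or below the average of its plate-row segment, actives on both sides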;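 further: Alexa488 bead fluorescence after subtracting the streptavidin-only scavenger bead signal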
IDE act – human IDE activators in live cells, primary screen, fluorescence polarization, HEK cells, FAbeta-B substrate. Insulin-degrading enzyme (Homo sapiens), P14735. FAbeta-B cleavage; 0% vehicle, 100% cell-free pure enzyme wells. activation, % at 5.96 µM. 0.073% of 340,000 active;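 active means activation above the mean of all tested compounds plus 3 SD, set per screening campaign, cut at about 17% in these data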
CRFBP-R2 agonist – agonists of CRF-BP/CRF-R2 complex, primary screen, cell-based, HEK293, calcium dye fluorescence, uHTS. 0.46% of 350,000 active. activation, % at 13.2 µM. AID 588473, 2011. calcium dye fluorescence (FLIPR); percent of saturating CRF peptide response;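 active means activation of at least 50%, plus an integration ratio under a set limit after plate pattern correction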;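 further: plate controls were neutral control wells without compound for no effect and CRF at EC100 for full effect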
pCIP destab – p/CIP-EGFP fusion destabilizers, primary screen, fluorescence, F442A cells | Q05BA5 | 16 h | decrease of EGFP signal, % at 10 µM | 0.01% of 290,000 active | AID 1984, 2009;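 active means EGFP signal decrease of at least 30% at 10 µM or well 3 SD below plate mean, unless failing retest; inactive means the rest, including hits failing retest or dose response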; further: some compounds called inactive have numbers as strong as hits; many of its hits are not listed in these tables
Numbers without * were called inactive; . = no result given; [ ] = dose if it differs, or a comment.

1: Cc1ccc(S(=O)(=O)N2CCN(C(=O)c3cc4c(C)nn(-c5ccccc5)c4s3)CC2)cc1
2: Cc1ccc(Cn2c(SCC(=O)N(C)C3CCS(=O)(=O)C3)nc3ccccc3c2=O)cc1 (stereo unspecified)
3: CCOC(=O)c1c(NC(=S)NCCc2ccccc2)sc2c1CC(C(C)C)OC2 (stereo unspecified)
4: COC(=O)Nc1ccc(S(=O)(=O)N2CCCCC2)cc1
5: CCn1nc(C)c(CN2CCN(Cc3ccsc3)C(CCO)C2)c1C (stereo unspecified)
6: COc1ccc(-c2nc(-c3ccccc3)no2)c(OC)c1

Compound	1	2	3	4	5	6
CHRM4 PAM	-2	6	0	0	-8	2
CRFBP-R2 block	-1	-1	-17	-11	-7	-3
IDE inh	3	-1	-1	2	-2	6
PHOSPHO1 block	-5	.	-6	-12	-3	-4
GalR3 antag	-4	-3	-4	-4	5	-4
MEKK3 PB1 HTS	95	.	101	106	96	97
IDE act	2	4	1	-2	0	4
CRFBP-R2 agonist	3.2	1.4	-0.8	-1.4	0.4	0.2
pCIP destab	-6	.	-19	-1	2	2

Arranged by SMILES length (lowest first): some entries from above.
6: COc1ccc(-c2nc(-c3ccccc3)no2)c(OC)c1
5: CCn1nc(C)c(CN2CCN(Cc3ccsc3)C(CCO)C2)c1C (stereo unspecified)
3: CCOC(=O)c1c(NC(=S)NCCc2ccccc2)sc2c1CC(C(C)C)OC2 (stereo unspecified)
2: Cc1ccc(Cn2c(SCC(=O)N(C)C3CCS(=O)(=O)C3)nc3ccccc3c2=O)cc1 (stereo unspecified)
1: Cc1ccc(S(=O)(=O)N2CCN(C(=O)c3cc4c(C)nn(-c5ccccc5)c4s3)CC2)cc1

Compound	6	5	3	2	1
CHRM4 PAM	2	-8	0	6	-2
CRFBP-R2 block	-3	-7	-17	-1	-1
IDE inh	6	-2	-1	-1	3
PHOSPHO1 block	-4	-3	-6	.	-5
GalR3 antag	-4	5	-4	-3	-4
MEKK3 PB1 HTS	97	96	101	.	95
IDE act	4	0	1	4	2
CRFBP-R2 agonist	0.2	0.4	-0.8	1.4	3.2
pCIP destab	2	2	-19	.	-6

Further records
7: Cn1c(SCC(=O)NC(=O)NCc2ccco2)nnc1C(F)(F)F
8: COc1ccccc1C(=O)NNC(=S)NC(=O)c1cc(OC)c(OC)c(OC)c1
9: O=S(=O)(c1ccc(=S)[nH]c1)N1CCCCC1
10: Cc1nc2ccccn2c1C(=O)N/N=C/c1ccccc1
11: C#CCN(C[C@@H]1[C@@H](OC(=O)NCc2ccccc2F)[C@@H](OC(=O)NCc2ccccc2F)Cn2c(=O)n(CCCCCC)c(=O)n21)S(=O)(=O)c1ccc(C)cc1
12: Cn1cnc(C(=O)N2CCN(c3ccccc3)CC2)c1C(=O)N1CCN(c2ccccc2)CC1

Compound	7	8	9	10	11	12
CHRM4 PAM	2	-5	7	7	3	-5
CRFBP-R2 block	19	-2	1	-3	6	0
IDE inh	3	0	2	-1	.	0
PHOSPHO1 block	14	15	.	16	.	.
GalR3 antag	5	-4	-5	11	-4	-2
MEKK3 PB1 HTS	.	102	.	102	.	.
IDE act	8	8	-13	0	.	5
CRFBP-R2 agonist	-3.4	45	0.7	2.2	2.7	-1.8
pCIP destab	-10	-2	.	9	.	.

13: COc1ccc(NS(=O)(=O)c2cccc(C(=O)NN=Cc3ccc(OC)c(O)c3)c2)cc1
14: CC(C)(C)C1C/C(=C/c2ccccn2)C(=O)/C(=C/c2ccccn2)C1 (stereo unspecified)
15: COc1ccc(CNC(=O)c2sc3nc4c(c(C(F)(F)F)c3c2N)CCC4)cc1
16: c1ccc2c(c1)nc1sccn12
17: Cc1ccc(C)n1NC(=O)c1ccc(O)cc1
18: CCOc1ccc(S(=O)(=O)Nc2cc(S(=O)(=O)N3CCOCC3)ccc2OC)cc1

Compound	13	14	15	16	17	18
CHRM4 PAM	-2	-20	.	18	-3	1
CRFBP-R2 block	3	-10	.	-1	0	6
IDE inh	-7	-9	3	0	-1	-3
PHOSPHO1 block	.	2	9	17	9	.
GalR3 antag	-6	.	.	0	-3	-6
MEKK3 PB1 HTS	.	107	109	108	100	.
IDE act	5	3	.	0	6	6
CRFBP-R2 agonist	-2.7	6.3	.	-0.6	-1.9	-1.1
pCIP destab	.	7	-2	8	-2	.

19: Cc1onc(-c2c(F)cccc2Cl)c1C(=O)Nc1cccc(S(=O)(=O)N2CCOCC2)c1
20: COc1ccc(C(=O)Nc2ccc(C(=O)Nc3cccc(C)c3)cc2)cc1
21: CS(=O)(=O)N1CCN(c2ccc(NC(=S)NC(=O)c3ccc4c(c3)OCO4)cc2)CC1
22: CC(C)CC(=O)Nc1ccc2nn(-c3ccccc3)nc2c1
23: Cc1ccccc1NC(=O)CSc1nc2ccccc2c(=O)n1C
24: O=[N+]([O-])c1cccc(-c2cc(-c3cc(Br)ccc3O)[nH]n2)c1

Compound	19	20	21	22	23	24
CHRM4 PAM	-1	6	12	-1	-8	4
CRFBP-R2 block	16	15	-80	-37	4	-3
IDE inh	0	4	0	-2	.	-3
PHOSPHO1 block	.	17	-16	16	39	23
GalR3 antag	-2	-2	-3	-2	-11	-7
MEKK3 PB1 HTS	.	99	83	97	103	100
IDE act	-5	4	-2	-2	0	-1
CRFBP-R2 agonist	4.0	7.8	16	6.7	-1.0	-0.6
pCIP destab	.	-9	14	-3	4	-16

25: COc1ccc(N(CC(=O)NCc2ccc(Cl)cc2)S(=O)(=O)c2c(C)n[nH]c2C)cc1
26: COCCCNC(=O)Cn1ncc2ccsc2c1=O
27: CN(Cc1ccccc1)C(=O)COC(=O)C1CCN(S(=O)(=O)c2cccs2)CC1
28: N#C/C(=C\c1ccc(-c2ccccc2[N+](=O)[O-])o1)C(=O)Nc1nc(-c2cccs2)cs1
29: O=C(Nc1cccc(F)c1)C1CC(=O)N(c2ccc(Br)cc2)C1 (stereo unspecified)
30: Cc1ccc(N2CCN(S(=O)(=O)N3CCCCC3)CC2)cc1C

Compound	25	26	27	28	29	30
CHRM4 PAM	-2	5	-1	-1	-1	19
CRFBP-R2 block	-14	6	-113	-23	-10	-3
IDE inh	4	-1	-1	2	-2	2
PHOSPHO1 block	24	-26	8	-1	4	44
GalR3 antag	-7	.	9	-2	-2	-5
MEKK3 PB1 HTS	98	.	97	106	99	121
IDE act	5	-5	.	1	5	-6
CRFBP-R2 agonist	0.4	-1.4	9.2	1.6	-1.0	-1.1
pCIP destab	9	-10	-14	-7	-6	-16

31: CCCCN1CCCCC1C(=O)Nc1c(C)cc(C)cc1C (stereo unspecified)
32: O=C(NCc1cccnc1)c1cccc(F)c1
33: CC(=O)/C(=C/c1ccc(N(C)C)cc1)C(=O)c1ccccc1
34: Cc1ccc(-n2c(SCC(=O)N3CCCCC3)nc(O)c(Cc3ccccc3)c2=O)cc1
35: O=C(CSc1n[nH]c(-c2cccs2)n1)NCc1ccc2c(c1)OCO2
36: Cc1ccc(/C=N/N2CCN(Cc3cccc4ccccc34)CC2)s1

Compound	31	32	33	34	35	36
CHRM4 PAM	-4	14	0	0	-1	13
CRFBP-R2 block	-5	3	-5	5	1	5
IDE inh	2	-2	4	5	6	1
PHOSPHO1 block	-32	6	-2	53	1	.
GalR3 antag	-5	-1	-4	-8	-1	-8
MEKK3 PB1 HTS	96	99	111	100	105	.
IDE act	5	8	-2	0	4	-4
CRFBP-R2 agonist	-1.0	-2.0	-4.0	-0.9	-0.6	1.5
pCIP destab	-25	1	-12	-5	-2	.

37: COc1ccc(Cc2nc3ccc(C(=O)NC(C)c4cnn(C)c4)cc3o2)cc1 (stereo unspecified)
38: CC(=O)Nc1cc(NC(=O)CCCC(=O)O)ccc1Cl
39: COc1ccc(OCCSc2nnc3c(Cl)cc(Cl)cn23)cc1
40: CCOC(=O)CN1CC23C=CC(O2)C(C(=O)NC2CCCC2)C3C1=O (stereo unspecified)
41: CCc1ccc(C2N(c3ccc(OC)cc3)C(=O)C3CCCN32)cc1 (stereo unspecified)
42: CC[C@@]1(C(=O)OC)N[C@H](CN(C)S(=O)(=O)c2ccc(F)cc2)[C@@H]2C(=O)N(C)C(=O)[C@@H]21

Compound	37	38	39	40	41	42
CHRM4 PAM	-2	0	5	-1	0	3
CRFBP-R2 block	-5	6	20	-9	-22	-7
IDE inh	.	1	-1	0	4	2
PHOSPHO1 block	22	14	-4	-4	0	.
GalR3 antag	-3	0	2	4	-2	-1
MEKK3 PB1 HTS	94	104	96	99	99	.
IDE act	5	5	-1	-3	3	0
CRFBP-R2 agonist	1.9	-0.7	-3.1	-1.1	1.1	-0.1
pCIP destab	-9	5	1	5	-21	.

43: O=C(C1CC(=O)N(c2ccccc2)C1)N1CCC(c2nc3ccccc3[nH]2)CC1 (stereo unspecified)
44: NCCc1c(-c2ccccc2)n(-c2ccccc2)c2ccccc12
45: COc1ccc(N(C(=O)c2snc(C(N)=O)c2N)C(C(=O)NC2CCCC2)c2ccc3ncccc3c2)cc1 (stereo unspecified)
46: CC(C)(C)c1ccc(-n2ncc3c2CCCC3NC(=O)CCN2CCCCC2=O)cc1 (stereo unspecified)
47: c1ccc2c(c1)OC1OC2Oc2ccccc21
48: CSc1nnc(C)c(=O)n1COC(=O)COc1ccc(Cl)cc1
49: CC(=O)OC(C(=O)NC1CCCCC1)c1ccncc1 (stereo unspecified)
50: CSCc1ccc(C(=O)NCC(c2cccs2)N2CCOCC2)cc1 (stereo unspecified)

Compound	43	44	45	46	47	48	49	50
CHRM4 PAM	-5	1	-5	-7	-1	-1	10	7
CRFBP-R2 block	-1	-128	0	18	27	15	-2	9
IDE inh	7	.	-1	4	.	-1	-3	5
PHOSPHO1 block	.	32	32	-29	.	-2	0	.
GalR3 antag	-3	-12	-8	-1	.	-4	-6	-4
MEKK3 PB1 HTS	.	108	100	100	.	115	75*[inhibitor]	.
IDE act	-5	4	0	4	2	8	2	3
CRFBP-R2 agonist	0.8	11	-0.7	0.9	-3.1	-0.6	-1.4	-1.5
pCIP destab	.	-4	-14	-12	.	-3	4	.
